Pol beta inh = blocks human DNA polymerase beta activity | Pol beta primer extension/strand displacement, fluorescence kinetic | P06746 | actives 1.3% (n = 340,000) | Potency, µM (doses to about 114 µM), for the others: top-dose activity change, negative = inhibition, hits mostly inhibitors; further: potency means the concentration at half of the fitted maximal effect; on the % scale 0 is the no-effect control and ±100 the full control effect
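10 nM enzyme + cpd, 15 min RT; start with substrate 50 nM final; read 0 min and after 10 min RT. Corrected, normalized data; 4-parameter Hill curve fit.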
GRP78 ERSR act = inducers of ER stress response in human glioma cells; U87-MG GRP78 promoter luciferase reporter, 16 h; Potency, µM, for the others: at the top dose activation, most hits filed as activators; actives 0.02% (n = 420,000); further: potency means the concentration at half of the fitted maximal effect; series mostly up to about 76 µM; % of control where 0% means no effect; nearly all actives have a fitted effect of over 35% in size
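ERSR induction read as luciferase luminescence (Bright-Glo, 10 min at room temperature) in stably transfected human U87-MG glioma cells exposed to compounds for 16 h, using GRP78 as sensor.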
LDHA inh = LDHA (human) enzyme inhibition. P00338. purified LDHA, NADH/diaphorase-resazurin fluorescence; stronger effect = lower value. activity change, % (values are at about 110 or 230 µM). actives 0.15% (n = 480,000). AID 1347041; in the data active means activity change below about -30%; inconclusive means mostly about -25% to -30%;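 further: plate controls were DMSO wells for no effect and wells without enzyme for full effect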
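Human LDH5 at 2 nM final in Tris HCl pH 7.4 with 0.06 mM NADH and 0.2 mM pyruvate, reacted 5 minutes at room temperature. Remaining NADH coupled via diaphorase/resazurin; resorufin fluorescence read at 0 and 20 minutes, normalized to enzyme-free and DMSO wells.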
Apoferritin bind = candidate novel general anesthetic via apoferritin binding; apoferritin/1-aminoanthracene competitive binding, fluorescence; Potency, µM (series often up to 77.5 µM), without a hit: at the highest dose activity change, negative = displacement, most hits filed as inhibitors; actives 0.074% (n = 350,000); AID 485281; further: potency means the concentration at half of the fitted maximal effect; on the % scale 0 is the no-effect control and ±100 the full control effect; nearly all actives have a fitted effect of over 20% in size
Target sequence (P02791 2-175 limits assumed): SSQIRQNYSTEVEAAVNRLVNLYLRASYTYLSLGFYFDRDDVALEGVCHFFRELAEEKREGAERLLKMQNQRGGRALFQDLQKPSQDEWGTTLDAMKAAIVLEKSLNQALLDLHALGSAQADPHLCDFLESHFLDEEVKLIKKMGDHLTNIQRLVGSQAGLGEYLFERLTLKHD
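In PBS, apoferritin at 10 uM is loaded with 1-AMA from a 50% saturated solution. After 10 min of compound exposure at ambient temperature, reduced 535 nm fluorescence indicates probe displacement.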
APE1 inh = APE1 (human) endonuclease inhibition; P27695; recombinant APE1, TAMRA/BHQ-2 abasic DNA cleavage fluorescence; Potency, µM (titrated, usually from 65.8 µM), without a hit: at the top dose activity change, negative = inhibition, usual class: inhibitors; actives 0.35% (n = 350,000); AID 2517;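 further: potency means the concentration at half of the fitted maximal effect; plate controls were vehicle for no effect and reference inhibitor for full effect; nearly all actives have a fitted effect of over 55% in size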
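Kinetic fluorescence read (525 ex/598 em nm, three reads 60 s apart) of AP-site incision; signal = third minus first read. Enzyme 0.75 nM, dual-labelled THF duplex 50 nM, compound preincubation 15 min RT.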
Pol kappa inh = blocks human DNA polymerase kappa activity; Q9UBT6; purified Pol kappa, fluorescent DNA synthesis assay, 10 min; actives 0.53% (n = 400,000); Potency, µM (top dose mostly 107 µM), without a hit: at the highest dose activity, negative = inhibition, actives largely listed as inhibitors; AID 588579; further: potency means the concentration at half of the fitted maximal effect; on the % scale 0 is the no-effect control and ±100 the full control effect
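Kinetic fluorescence readout at 0 and 10 min followed reaction start with substrate at 50 nM final. Beforehand, enzyme (10 nM Pol kappa) stood 15 min with compound at room temperature; buffer-only wells were negative controls.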
POLI inh = inhibitors of human DNA polymerase iota; Q9UNA4; Pol iota fluorescent replication assay, 10 min; Potency, µM (titrated, usually from 115 µM), for inactives: top-dose activity, negative = inhibition, actives largely listed as inhibitors; actives 1% (n = 390,000); AID 588590; further: potency means the concentration at half of the fitted maximal effect
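Fluorescent replication assay read twice, at 0 min and 10 min after adding 50 nM (final) substrate. Enzyme (10 nM) and compounds were first incubated 15 min at room temperature; enzyme-free buffer wells were negative controls.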
BLM helicase inh = inhibitors of human Bloom syndrome helicase BLM. P54132. recombinant BLM DNA unwinding, fluorescence dequenching. Potency, µM (top dose mostly 56.1 µM), without a hit: at the top dose activity change, negative = inhibition, hits mostly inhibitors. actives 0.2% (n = 350,000). AID 2528;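 further: potency means the concentration at half of the fitted maximal effect; plate controls were vehicle for no effect and no enzyme for full effect; nearly all actives have a fitted effect of over 35% in size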
Pol eta inh = inhibitors of human DNA polymerase eta | Q9Y253 | recombinant Pol eta, fluorescent DNA replication assay | Potency, µM (doses to about 114 µM), inactives show at the top dose activity change, negative = inhibition, most hits filed as inhibitors | actives 1.2% (n = 390,000) | AID 588591; further: potency means the concentration at half of the fitted maximal effect; on the % scale 0 is the no-effect control and ±100 the full control effect
Target sequence (Q9Y253 whole entry, looked up): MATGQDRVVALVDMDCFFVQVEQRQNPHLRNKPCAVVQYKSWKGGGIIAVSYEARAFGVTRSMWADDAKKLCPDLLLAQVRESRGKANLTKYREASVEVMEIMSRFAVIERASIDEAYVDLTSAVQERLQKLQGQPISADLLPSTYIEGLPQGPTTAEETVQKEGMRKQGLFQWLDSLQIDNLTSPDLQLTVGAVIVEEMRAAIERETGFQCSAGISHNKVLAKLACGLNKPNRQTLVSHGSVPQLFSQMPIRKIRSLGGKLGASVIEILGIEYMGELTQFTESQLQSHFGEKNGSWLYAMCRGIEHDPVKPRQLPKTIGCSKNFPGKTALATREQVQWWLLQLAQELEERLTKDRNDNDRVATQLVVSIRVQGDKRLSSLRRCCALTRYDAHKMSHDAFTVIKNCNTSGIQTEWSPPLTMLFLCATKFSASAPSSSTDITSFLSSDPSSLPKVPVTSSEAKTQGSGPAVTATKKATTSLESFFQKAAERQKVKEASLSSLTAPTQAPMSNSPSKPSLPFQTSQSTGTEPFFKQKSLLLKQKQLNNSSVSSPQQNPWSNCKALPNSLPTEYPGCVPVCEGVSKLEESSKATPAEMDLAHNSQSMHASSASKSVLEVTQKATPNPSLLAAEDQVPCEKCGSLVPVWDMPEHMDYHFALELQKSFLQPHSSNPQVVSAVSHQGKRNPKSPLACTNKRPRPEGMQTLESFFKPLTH
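Fluorescent replication assay: 50 nM final substrate added after a 15 min room-temperature compound preincubation with 10 nM enzyme. Signal taken at 0 min and again at 10 min.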
* marks the source's active call; other numbers are inactive results; ? = inconclusive; · = not tested or not shown; & = joins results of further samples; [ ] = dose if it differs, or a comment. Unless noted, the call rests on the fitted dose curve; in most records, active means well fitted curve in the direction sought with a large enough effect; inconclusive means small, poorly fitted or top-dose-only effect, or another doubt; inactive means no such curve, though single readings can be large; an effect the other way counts as inactive or inconclusive. This is a subset; rates above refer to the full screens.

SMILES	Pol beta inh	GRP78 ERSR act	LDHA inh	Apoferritin bind	APE1 inh	Pol kappa inh	POLI inh	BLM helicase inh	Pol eta inh
Cc1csc(SCC(=O)Nc2cccc(C)c2C)n1	·	-3.0%	-9.6&8.6	·	-8.0%	-2.1%	17.3%	·	-1.5%
COCCN(C(=O)CSc1nnc(-c2cccc(F)c2)n1N)c1c(N)n(CC(C)C)c(=O)[nH]c1=O	-1.3%	-2.9%	-0.7	-3.3%	1.5%	11.5%	-0.4%	-2.7%	-11.6%
O=S(=O)(c1ccccc1)N1CCC2(CC1)CN(Cc1ccccc1)C2	·	-3.6%	·	·	4.6%	7.2%[60.1 µM]	·	-7.5%	·
O=C(CCCc1nc(-c2ccccc2Cl)no1)NCc1cccnc1	3.3%	-0.2%	-0.5	-9.9%	-2.7%	-3.6%	27.2%	-4.4%	-2.5%
O=C(NCc1ccco1)NC12CC3CC(CC(C3)C1)C2	19.9%	1.5%	-7.5	-12.8%	19.3%	-1.8%	5.8%	-1.3%	-4.3%
COCC(C)NC(=O)C(C)Oc1ccccc1 (stereo unspecified)	-11.1%	-0.1%	-6.9	-0.8%	0.6%	-4.9%	15.6%	2.5%	-8.5%
CCC(C)NC(=O)c1ccc2c(c1)N(Cc1ccccc1)C(=O)c1ccccc1S2(=O)=O (stereo unspecified)	2.1%	·	-19.8	-23.0%	·	-12.6%	14.6%	-4.9%	·
Cc1ccc([C@H]2C(C(=O)O)=CC[C@@H](c3cccs3)N2S(=O)(=O)c2ccc(C)cc2)cc1	·	-0.8%	-4.6	·	-10.8%	-13.0%	-19.3%	·	-1.1%
COc1cc(OC)cc(-c2c(-c3cccs3)c3cc(-c4ccc(N(C)C)nc4)ccc3n2C)c1	·	-4.1%	0.3	·	-4.9%	10.6%	28.3%	·	-20.8%
Cc1ccc(NC(=O)c2ccc(S(=O)(=O)N3CCOCC3)cc2)nc1	9.5%	0.1%	-8.1	-4.1%	5.0%	-1.2%	-9.6%	-1.0%	1.9%
COc1cccc(NC(=O)CN(C)C(=O)c2cccc(NS(=O)(=O)c3ccccc3)c2)c1	·	1.7%	-1.4	·	15.9%	3.1%	40.3%	·	-15.6%
Cc1cccc(N(C(=O)CNC(=O)c2ccco2)C(C(=O)NC2CCCCC2)c2cccnc2)c1 (stereo unspecified)	32.7%	-3.2%	-15.2	-3.6%	3.6%[12.4 µM]	3.9%	119.4%[activator]	1.5%	-1.9%
CC1CCN(CC(O)COc2cccc(F)c2)CC1 (stereo unspecified)	14.5%	-4.7%	-4.1	-4.5%	-1.6%	-7.1%	16.2%	0.7%	-15.2%
Cc1cc(=O)oc2cc(OCc3ccc(C(=O)N4CCN(c5ccc([N+](=O)[O-])cc5)CC4)cc3)ccc12	13.9%	-1.0%	-6.8	-2.3%	1.4%	-6.0%[60.1 µM]	-12.5%	-2.7%	15.2%
COc1ccc(NC(=O)C2CCCN2C(=O)OCc2ccccc2)c(OC)c1 (stereo unspecified)	1.4%	-3.5%	-0.8	2.2%	-2.9%	-1.5%	16.5%	1.3%	0.2%
CN(C)C(=S)NC(=S)Nc1ccc2ccccc2c1	·	0.0%	1.5	·	·	-14.0%	10.9%	·	?
CCN(CC)CCn1c2c(c(SCC(=O)Nc3nc4ccccc4s3)nc1=O)CCCC2	·	-0.2%	-3.4	·	20.7%	4.1%	27.1%	·	-24.1%
O=C(Nc1ccc2c(c1)C(=O)NC2=O)c1ccc2ncsc2c1	-0.3%	3.3%	-4.1	-4.2%	7.2%	-0.2%	13.0%	-4.4%	-12.3%
Cc1cc(N)n(Cc2ccc(Cl)cc2)n1	?	-2.0%	-0.7	-8.9%	-6.5%	7.5%	12.8%	-4.7%	3.7%
CC(=O)Nc1ccc(OCc2cc(=O)n3ccccc3n2)cc1	-12.4%	1.4%	-1.9	4.0%	·	-13.1%[60.1 µM]	-18.8%	-1.8%	13.8%
CCOc1ccc(N(CC)S(=O)(=O)N2CCCC(C(=O)NCc3ccccc3OCC)C2)cc1 (stereo unspecified)	1.6%	-1.5%	2.6	75.7%[activator]	·	-5.1%	24.8%	-7.2%	-21.0%
O=C(Cc1ccccc1)NNc1c2ccccc2nc2ccccc12	?	1.7%	1.9	?	-11.6%	-4.2%	3.3%	-4.1%	-14.2%
CC(C)N1CCC(n2nccc2NC(=O)c2ccc3c(c2)OCO3)CC1	4.3%	-3.9%	-6.8	-4.6%	11.7%	-6.7%	37.1%[activator]	-0.6%	-6.0%
CN(C)CCCNc1ncc(C(F)(F)F)cc1Cl	9.5%	-1.5%	-9.0	0.8%	2.9%	3.3%	72.9%[activator]	2.7%	-18.4%
COc1ccc2cc(-c3nc4ccc(C(=O)O)cc4[nH]3)c(=O)oc2c1	?	-9.5%	15.2	722.2%[activator]	·	-8.2%[60.1 µM]	?	3.1%	44.7µM*
Cn1c(=O)c2c(-c3ccc(Cl)cc3)n(Cc3ccc(Cl)cc3)cc2n(C)c1=O	?	-4.6%	-10.1	-19.4%	·	13.9%	?	0.8%	-3.9%
Cc1[nH]c(=O)c(C#N)c(C)c1Cl	12.2%	-2.2%	-2.4	-9.9%	-2.1%	-5.4%	3.5%	-5.1%	-3.8%
CCC(CC)NC(=O)c1cc(OC)c(OC)cc1[N+](=O)[O-]	19.8%	-6.3%	-1.3	-10.9%	-2.7%	-14.2%	5.4%	1.3%	-15.8%
COCCCNC(=O)CCc1c(C)nc2cc(-c3ccc(Cl)cc3)nn2c1C	20.7%	-7.9%	-10.1	10.0%	·	-7.1%	-23.3%	-7.7%	-12.5%
C=CCNC(=O)CN1CCC(n2c(C)nc3cc(C(F)(F)F)ccc32)CC1	1.4%	-6.5%	3.0	-6.9%	?	-16.0%	9.5%	-3.4%	6.6%
CCN(Cc1ccccc1)S(=O)(=O)c1cc(C(=O)O)ccc1OC	4.1%	-3.5%	-7.5	1.5%	0.0%	-5.2%	70.7%[activator]	-12.0%	5.3%
COc1cccc(C2NC(=O)NC(C)=C2C(=O)Nc2ccc(C)cc2)c1 (stereo unspecified)	6.1%	1.1%	-4.6	4.1%	-7.5%	0.7%	5.9%	4.0%	-4.4%
O=C(O)CCCNC(=O)CCCn1nnc2ccccc2c1=O	?	2.0%	-3.1	-2.4%	-10.6%	3.1%	50.8%[activator]	1.6%	0.7%
O=C(NCC1CCCO1)C(=Cc1cccc([N+](=O)[O-])c1)C(=O)NCC1CCCO1 (stereo unspecified)	30.9%	-8.0%	-2.2	8.1%	-5.1%	0.9%	51.4%[activator]	0.0%	-12.6%
CC(=O)N(C)c1ccc(N=Nc2ccc3ncccc3c2)cc1	·	-12.1%	-1.9	·	·	4.2%	4.2%	·	-22.1%
Nc1cccc2nsnc12	1.8%	-3.5%	23.9	-11.2%	-5.8%	-15.9%	?	-14.3%	2.7%
CCOCCCNC(=O)C(c1ccc(Cl)cc1)N1CCC2(CC1)OCCO2 (stereo unspecified)	7.7%	-2.6%	-5.9	-8.1%	-1.4%	-7.7%	4.0%	2.1%	1.8%
C/C=C1\COC(C(=O)NCCCN2CCCC2=O)(C(F)(F)F)C=C1C=C(C)C (stereo unspecified)	·	-3.0%&-1.2%	-1.2	-4.3%	-2.8%	0.3%&6.1%	31.2%[activator]	0.3%	-11.4%
COC(=O)CN1C(=O)CSc2ccc(S(=O)(=O)Nc3c(C)cc(C)cc3C)cc21	?	-1.7%	-2.3	-7.4%	·	1.0%	21.6%	-3.2%	-15.5%
COc1ccc(CSc2nnc3n(C)c(=O)c4c5c(sc4n23)CCCC5)cc1	26.0%	·	·	-10.9%	4.8%	·	·	-2.4%	·
Cc1c(C(=O)OCC(=O)NCCN2C(=O)CSC2=O)cccc1[N+](=O)[O-]	·	0.3%	0.1	·	23.6%	-8.8%	19.3%	·	-8.7%
CCc1ccc(S(=O)(=O)c2cn(CC)c3cc(N4CCOCC4)c(F)cc3c2=O)cc1	-10.7%	-4.6%	-1.0	-1.2%	·	-6.6%	52.9%[activator]	-1.1%	-10.4%
CCCC1C(C(=O)OCC)=C(C)NC(C)=C1C(=O)OCC	1.2%	-5.9%	-1.7	17.4%	3.1%	-12.9%	-9.9%	-7.2%	-6.8%
CCOC(=O)C1=C(COC(=O)/C=C/c2ccc(OC)cc2)NC(=O)NC1C (stereo unspecified)	·	-1.8%	-5.1	·	-1.9%	-9.4%	3.3%	·	-7.0%
COc1cc(OC)c2c(c1C(CCN1CCCCC1)c1ccc(N(C)C)cc1)OC(=O)CC2c1ccc(N(C)C)cc1 (stereo unspecified)	·	-3.2%	·	-12.2%	-0.2%	-7.4%	9.0%	-0.2%	·
COc1cc(C)ccc1OCCSc1nc2ccc(NC(C)=O)cc2s1	35.1%	1.0%	-7.5	-9.8%	·	-2.7%	5.8%	-7.4%	-16.7%
CCC/C(O)=C1\C(=O)CCCC1=NCCCCCC(=O)O	3.2%	-1.8%	-10.8	-0.4%	15.9%	0.8%	-0.3%	3.1%	2.8%
CCCCN(CC)CCCNC(=O)c1cn(CC)c2ccc(S(=O)(=O)N3CCOCC3)cc2c1=O	39.5%	-0.3%	-3.9	-4.0%	·	-0.6%	4.1%	3.1%	-12.2%
CN(Cc1ccccc1)c1ccc([N+](=O)[O-])cc1C(=O)O	5.8%	-4.5%	-10.6	-12.8%	-3.3%	-1.8%	48.3%[activator]	-1.8%	-14.0%

Two of the compounds above, with two lines to a compound.
Fields: Pol beta inh | GRP78 ERSR act | LDHA inh | Apoferritin bind | APE1 inh | Pol kappa inh | POLI inh | BLM helicase inh | Pol eta inh
- Cc1c(C(=O)OCC(=O)NCCN2C(=O)CSC2=O)cccc1[N+](=O)[O-]
→ · | 0.3% | 0.1 | · | 23.6% | -8.8% | 19.3% | · | -8.7%
- CCc1ccc(S(=O)(=O)c2cn(CC)c3cc(N4CCOCC4)c(F)cc3c2=O)cc1
→ -10.7% | -4.6% | -1.0 | -1.2% | · | -6.6% | 52.9%[activator] | -1.1% | -10.4%
